Screens (PubChem BioAssay)
14-3-3g Raf: modulators of 14-3-3 gamma protein binding, primary screen, biochemical, fluorescence polarization. FP, 14-3-3gamma / TMR-pS259-Raf peptide binding. 14-3-3 protein gamma (Homo sapiens), P61981. inhibition, % at 40 µM. 160,000 compounds, 0.19% hits; in the data active = inhibition above about 30%;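 also: 0% = protein plus tracer without compound and 100% = blank with tracer alone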
Target sequence (P61981 whole entry, looked up): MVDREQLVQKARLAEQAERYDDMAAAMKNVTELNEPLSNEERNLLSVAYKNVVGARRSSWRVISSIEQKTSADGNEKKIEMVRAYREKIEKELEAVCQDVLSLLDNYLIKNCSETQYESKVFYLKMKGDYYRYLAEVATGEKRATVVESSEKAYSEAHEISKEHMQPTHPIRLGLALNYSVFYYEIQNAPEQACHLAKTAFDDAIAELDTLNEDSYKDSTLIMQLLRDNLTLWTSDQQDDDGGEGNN
The depositor's hits bear a star; & = joins results of further samples. This is a subset (hit frequency here may not be typical).

14-3-3g Raf	canonical_smiles
-1	COc1ccc(NC(=O)CCCn2c(=O)c3sccc3n(Cc3cccc(F)c3)c2=O)cc1
0	CCCSc1nc2sc3c(c2c(=O)n1-c1ccccc1)CC(C(C)C)OC3 (centres undefined)
-3	CC(=O)c1ccc(NC(=NS(=O)(=O)c2ccc(C)cc2)c2ccc(F)cc2)cc1
-8	O=C1CSc2ccc(C(=O)N3CCC(Cc4ccccc4)CC3)cc2N1
1	CCCCNC(=O)c1cc2cc3cc(OC)ccc3nc2s1
-171	COc1ccc(NS(=O)(=O)c2ccc(N3C(=O)c4cc([N+](=O)[O-])cc5cc([N+](=O)[O-])cc(c45)C3=O)cc2)cc1
-11	CCN(CC)S(=O)(=O)c1cc(C(=O)Nc2ccc(OC)cc2)ccc1C
-5	CC(NC(=O)NCC1CCCO1)(C(F)(F)F)C(F)(F)F (centres undefined)
-5&-2	CCOc1ccc(-c2nc(=S)[nH][nH]2)cc1
4	CN(c1ccc(O)cc1)c1nc(-c2ccccc2)cs1
-4	O=C(NCc1ccccn1)C1CCN(S(=O)(=O)N2CCCCC2)CC1
0	CCOC(=O)c1c(C)oc2cc3c(C(=O)OCC)c(C)oc3cc12
-13	CC(C(=O)N(Cc1ccccc1)Cc1ccccc1)N1C(=O)c2ccccc2C1=O (centres undefined)
2	COc1cccc(C(=O)Nc2ccc(NC(=O)c3ccc(C(C)(C)C)cc3)cc2)c1
-2	Cn1c(=O)cc(OCCCC(=O)Nc2ccc3c(c2)OCCO3)c2ccccc21
6	COc1ccc(Cl)cc1N(CC(=O)Nc1ccc2c(c1)OCCO2)S(C)(=O)=O
-14	CCCNC(=S)Oc1cccc(C(=O)Nc2cccc3ccccc23)c1
4	COc1ccc(-c2nnn(CC(=O)Nc3sc4c(c3C#N)CCCC4)n2)cc1
-77	Cc1ccc2oc(-c3cccc(NC(=O)c4ccc(C)c(Cl)c4)c3)nc2c1
-30	COc1ccc(Cl)cc1NC(=O)CSC1=Nc2ccccc2C2=NC(c3ccccc3)C(=O)N12 (centres undefined)
2	O=C(CS(=O)(=O)c1cccc2c(S(=O)(=O)CC(=O)c3ccccc3)cccc12)c1ccccc1
-6	CCN1C(=O)CC(N2CCC(C(N)=O)(N3CCCCC3)CC2)C1=O (centres undefined)
-18	O=C1c2ccccc2C(=O)N1CCCc1nc2ccccc2c(=O)n1-c1cccnc1
-10	Cc1c(Cl)cccc1NC(=O)c1cccc(N2C(=O)C3C4C=CC(C5CC45)C3C2=O)c1 (centres undefined)
-16	Cc1ccc(-n2nnnc2SCC(=O)c2cc(C)n(-c3cc(C)on3)c2C)c(C)c1
-8	CC(C)C(=O)NC(c1ccco1)c1ccc2cccnc2c1O (centres undefined)
-4	O=C(CN1C(=O)c2ccccc2S1(=O)=O)Nc1ccc(S(=O)(=O)N2CCCC2)cc1
-9	CCOCCn1c(SCc2ccccc2Cl)nc2c1c(=O)[nH]c(=O)n2C
2	NC(=O)C1CCN(C(=O)c2ccc3c(=O)n(C4CCCCC4)c(SCC(=O)N4CCCC4)nc3c2)CC1
-104	CCOC(=O)c1ccc(Nc2nc(-c3cc4c(ccc5ccccc54)oc3=O)cs2)cc1
-3	CCCOc1ccc(OC(=O)c2c(-c3ccccc3Cl)noc2C)cc1
-6	O=S(=O)(Nc1ncn[nH]1)c1ccc2ccccc2c1
-5&-21	CCOC(=O)Cn1c(=NC(=O)CSC(C)=O)sc2cc(OC)ccc21
-7	O=C(CSCc1ccccc1F)NCc1ccc(F)cc1
-2	CC(C)(C)NS(=O)(=O)c1cccc2nsnc12
0	Cc1cc(C)c(NC2=NCC(=O)N2C2CCCCC2)c(C)c1
5	CCOc1ccccc1Nc1nc(-c2cc3cc(Br)ccc3oc2=O)cs1
8	CN(C(=O)c1ccncc1)c1nnc(-c2ccccn2)s1
-9	CCc1ccccc1NC(=O)CSc1nnc(-c2ccco2)n1N
-2	CCc1ccc(N2CCN(C(=O)c3ccc(OC)c(OC)c3)CC2)cc1
-3	COC(=O)c1ccc(NC(=O)c2cccc(C)c2)cc1
-3	c1ccc(-n2nnnc2NCCc2c[nH]c3ccccc23)cc1
5	CCOc1ccc(/C(O)=C2\C(=O)C(=O)N(CCO)C2c2ccc([N+](=O)[O-])cc2)cc1 (centres undefined)
2&-2	CC(=O)N1CCc2cc(S(=O)(=O)NCCC(=O)Nc3ccc4c(c3)OCCO4)ccc21
-69	Cc1cc2nc(-c3cccc(NC(=O)c4cc([N+](=O)[O-])ccc4Br)c3)oc2cc1C
5	O=C(O)CNC(=O)C1COc2ccccc2O1 (centres undefined)
-2	Cc1ccc(C(C(=O)NC2CCCCC2)N(CC2CCCO2)C(=O)CNC(=O)c2ccco2)cc1 (centres undefined)
-24	O=C1C(=O)N(c2nc3ccccc3s2)C(c2ccc3c(c2)OCO3)/C1=C(\O)c1ccccc1 (centres undefined)
-8	O=C(Oc1ccccc1)c1cccc2cccnc12
-4	CCc1cccc(C)c1NC(=O)c1cc(S(=O)(=O)NCc2ccc(F)cc2)ccc1F
-3	CCN(C(=O)CCn1c(=S)oc2ccccc21)c1ccc(F)cc1
0	COc1ccccc1C(=O)Nc1ccc(-n2nncc2C23CC4CC(CC(C4)C2)C3)cc1
-1	O=C(C1CC1)N1CCc2cc(Br)cc(S(=O)(=O)N3CCN(Cc4ccc5c(c4)OCO5)CC3)c21
-4	Cc1cc2c(cc1C)NC(CC(=O)Nc1ccc(Cl)c(C(F)(F)F)c1)C(=O)N2 (centres undefined)
-21	CC(C)(C)c1ccc(C(=O)Nc2ccc3c(c2)C(=O)c2ccccc2C3=O)cc1
-24	O=C(NCCCN1CCOCC1)c1ccc2nc3[nH]c4ccccc4c3nc2c1

(further entries)
14-3-3g Raf	canonical_smiles
-5	O=C(NC1CCCCCCC1)c1ccc2c(c1)N(Cc1ccccc1F)C(=O)CS2
-7	CC(Cc1c[nH]c2ccccc12)NC(N)=O (centres undefined)
-4	Cc1cc(C)cc(N2CC34C=CC(O3)C(C(=O)OCC(=O)NCc3ccco3)C4C2=O)c1 (centres undefined)
-3	Cc1cc(C(=O)CSc2nnc(-c3cccs3)o2)c(C)n1-c1ccccc1
-6	COC(=O)c1c(C)[nH]c(C)c1-c1cccc2ccccc12
1	CC(C)N1CCCC(C(=O)N2CCCCCC2)C1 (centres undefined)
1	O=C(Cn1cnc2c(cnn2-c2ccc(Cl)cc2)c1=O)NCCc1ccccc1
-45	O=C1CN=C2c3ccccc3N=C(SCc3cccc([N+](=O)[O-])c3)N12
-5&-7	CCn1c(=S)ccc2ccc(OC)cc21
-33	N#CCSC1=Nc2ccccc2C2=NC(CC(=O)NCc3ccco3)C(=O)N12 (centres undefined)
-9	Cc1c(CO)[nH]c2ccc(Cl)cc12
11	Cc1ccc(-c2nc3cnccn3c2Nc2ccc(C(C)C)cc2)cc1
1	O=C(c1ccccc1)C(C(=O)c1ccccc1)C(=O)c1ccccc1
-4	COC(=O)C(NC(=O)c1ccc(OC)cc1)C12CC3CC(CC(C3)C1)C2 (centres undefined)
-18	COc1ccc(CNS(=O)(=O)c2cccc3cccnc23)cc1
10	CCOC(=O)CCCSc1nc2sc3c(c2c(=O)n1-c1ccccc1)CCCC3
-19&-30	COc1ccccc1-c1ccc(C(=O)O)o1
-7	Cc1cc2c(s1)c1cnn(CC(=O)NCCc3ccccc3)c(=O)c1n2C
1	COc1ccc(CC2(C)OC(c3ccc(C)c([N+](=O)[O-])c3)=NN2C(C)=O)cc1 (centres undefined)
-2	O=C(C1CCC(Cn2c(=S)[nH]c3ccccc3c2=O)CC1)N1CCN(Cc2ccccc2)CC1 (centres undefined)
-2	Cc1cc(C)c(Cn2c(=O)n(CC(=O)NCc3ccco3)c(=O)c3sccc32)c(C)c1
-14	Cc1ccc(C(=O)Nc2ccc(S(=O)(=O)N3CCCCC3c3cccnc3)cc2)cc1[N+](=O)[O-] (centres undefined)
1	COCc1cc(=O)[nH]c(/N=C(\N)Nc2ccc(Oc3ccccc3)cc2)n1
-4	O=C1C2C3c4ccccc4C(c4ccccc43)C2C(=O)N1Cc1ccco1 (centres undefined)
-3	O=C1CNC(=O)/C1=C\N1CCCCC1
-1	COc1ccc(C(C)=O)cc1CSc1nc2ccccc2c(=O)n1Cc1ccccc1
-34	Cc1ccc(C)n1-c1ccc(S(=O)(=O)c2ccc(-n3c(C)ccc3C)cc2)cc1
-1	COC(=O)C1=C(C)NC(=O)CC1c1ccc(C(=O)OC)cc1 (centres undefined)
-10	COc1ccc(-n2c(SCC(=O)O)nc3c(sc(=S)n3-c3ccccc3)c2=O)cc1OC
2	CC1CC(=O)C2=C(C1)Nc1ncnn1C2c1ccccc1 (centres undefined)
-10	Cc1cc(C(=O)Nc2c(F)cc(F)cc2Br)c(C)o1
-6	O=C(c1cccc(F)c1)N1CCN(c2ccc([N+](=O)[O-])c3cccnc23)CC1
-2	c1cc2c(cc1C1=Nn3cnnc3SC1)OCCO2
1	O=C(NCCO)C1CCN(S(=O)(=O)c2ccc(Cl)cc2)CC1
1	Cc1ccc(S(=O)(=O)N(C)CCCC(=O)Nc2ccncc2)cc1
0	Cc1nc(SCC(=O)c2ccccc2)n[nH]1
-1	Cc1n[nH]c(C)c1CCc1nc2c3ccccc3nc(SCC(N)=O)n2n1
-5	O=C(COC(=O)c1cc2ccccc2oc1=O)c1ccccc1
-4	Cc1nnc(N2C(=O)c3ccc(Oc4ccc([N+](=O)[O-])cc4)cc3C2=O)s1
-5	Cc1ccc(Cl)cc1N1C(=O)C(N2C(=O)c3ccc([N+](=O)[O-])cc3C2=O)C1c1cccc(F)c1 (centres undefined)
-4	O=C(Nc1ccc(Cl)c(-c2nc3ncccc3o2)c1)c1ccccc1F
-8	Cc1ccc(C2CC(c3ccccc3OC(F)F)Nc3ncnn32)cc1 (centres undefined)
2	CC(=O)N1CCc2cc(NC(=O)c3ccc(C)cc3)ccc21
-6	Cc1nc(CC(=O)O)c(-c2ccccc2)s1
-9	S=C(c1ccc(Br)cc1)N1CCCC1
-14	CC(=O)c1cccc(NC(=O)NCc2ccco2)c1
-11	CCN(CCCNC(=O)c1cc2c(=O)[nH]c3ccccc3c2n1C)Cc1ccccc1
-7	COc1ccccc1CNC(=O)CSc1nc(-c2ccccc2)cn1N
-5	COc1ccccc1-c1noc(-c2cc(OC)c(OC)c(OC)c2)n1
-3	CCOc1ccc(NC(=O)CCS(=O)(=O)c2ccc(OC)cc2)cc1
-5	Cc1nn(-c2ccccc2)c(C)c1NC(=O)c1cccs1
-2	CCOC(=O)C(C)(C)N(Cc1ccccc1)S(=O)(=O)c1ccc([N+](=O)[O-])cc1
2	CCn1cc(C(=O)NCCCN2CCC(C)CC2)c(=O)c2cc(S(=O)(=O)N3CCCC3)ccc21
-3	CC1(C)Cc2ccccc2-c2nnc(-c3cccs3)n21
-2	COc1ccccc1NC(=O)C1=C(C)Nc2nc(-c3ccc(N(C)C)cc3)nn2C1c1ccncc1 (centres undefined)
0	COC(=O)C1=C(C)Nc2nnnn2C1c1ccc(OC)c(OC)c1 (centres undefined)

More structures follow:
14-3-3g Raf	canonical_smiles
-1	Cc1ccc(C)c(S(=O)(=O)N2CCN(CC(=O)NC(=O)NCc3ccccc3)CC2)c1
0	COc1ccccc1C(=O)NCCOc1ccc(C)c(C)c1
10	COC(=O)c1ccc(C(=O)Nc2ccc(C(C)C)cc2N)cc1
1	COc1cc(C2NC(=O)NC(O)(C(F)(F)F)C2C(=O)c2cccs2)ccc1O (centres undefined)
-9	Cc1ccc(C2CC(c3ccco3)=Nc3ccccc3S2)cc1 (centres undefined)
-9	COc1cc(NC2=CC(=O)C(=O)c3ccccc32)c(OC)cc1Cl
-1	CCN(c1ccccc1)S(=O)(=O)c1ccc2c(c1)CCN2C(=O)C1CCC1
-12	Cc1ccc(NC(=O)C(=O)NCCCO)cc1
-5	CCOc1ccc2nc(SCc3ccc(OC)c([N+](=O)[O-])c3)sc2c1
4	COc1ccc(CCNC(=O)C2(S(=O)(=O)c3ccc(Cl)cc3)CC2)cc1OC
6	CCOc1ccc(C2Nc3ccccc3NC3=C2C(=O)CC(c2ccccc2)C3)cc1OC (centres undefined)
3	Cc1ccc(OCc2n[nH]c(=S)n2C)cc1
1	O=C(NCCNC(=O)c1ccc(Br)o1)c1ccc(Br)o1
0	O=[N+]([O-])c1cc(Br)cnc1NCc1ccncc1
-11	Cc1ccc(C2OC3(C(=O)c4ccccc4C3=O)C3C(=O)N(c4ccc([N+](=O)[O-])cc4)C(=O)C23)cc1 (centres undefined)
1	COC(=O)c1oc2ccc(Br)cc2c1NC(C)=O
-3	Cc1ccc([N+](=O)[O-])cc1N1COc2ccc3ccccc3c2C1
1&-2	O=C(NCc1ccco1)c1cnn2c(C(F)(F)F)cc(-c3ccccc3)nc12
